Bioassay records (PubChem BioAssay)
KLF5 inh: KLF5 expression inhibitors, primary screen, DLD-1 cells, luminescence | 290,000 compounds, 0.23% hits | DLD-1 KLF5 promoter-luciferase reporter | inhibition, % at 5 µM | AID 1700, 2009;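 active = inhibition above a per-plate limit of that plate's mean compound inhibition plus 3 SD, cut at about 60% in these data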;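 also: 0% = DMSO wells and 100% = LY294002 at 200 µM; higher means less KLF5 promoter-driven luciferase light; inactives centre near -14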
HDAC3 inh: HDAC3 deacetylase inhibitors, primary screen, biochemical, fluorescence, cell-free homogeneous; recombinant HDAC3, fluorogenic peptide/trypsin coupled; inhibition, % at 8.3 µM; 320,000 compounds, 0.15% hits; AID 2718, 2010; in the data active = inhibition above about 26%, passing the limit was not always enough; inconclusive = no clear call, values can overlap the other calls
Target sequence (O15379 whole entry, looked up): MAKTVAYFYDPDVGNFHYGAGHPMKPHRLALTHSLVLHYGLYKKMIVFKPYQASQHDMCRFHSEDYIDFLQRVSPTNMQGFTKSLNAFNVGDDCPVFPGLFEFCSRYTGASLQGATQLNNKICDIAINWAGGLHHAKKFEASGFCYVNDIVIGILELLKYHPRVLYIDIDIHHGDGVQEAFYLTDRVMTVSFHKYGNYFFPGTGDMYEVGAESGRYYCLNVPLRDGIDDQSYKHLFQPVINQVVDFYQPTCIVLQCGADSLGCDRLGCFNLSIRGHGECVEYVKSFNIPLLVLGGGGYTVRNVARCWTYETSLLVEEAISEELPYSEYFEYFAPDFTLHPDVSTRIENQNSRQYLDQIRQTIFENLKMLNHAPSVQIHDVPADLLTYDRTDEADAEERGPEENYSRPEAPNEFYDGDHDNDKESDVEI
HSP90 refold inh: HSP90 inhibitors, primary screen, cell lysate, luminescence; 290,000 compounds, 0.91% hits; inhibition, % at 5.6 µM; Rabbit reticulocyte lysate, luciferase refolding luminescence, 3 h;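 active = inhibition above the screen-wide mean plus 3 SD, computed separately per campaign, cut at about 16% in these data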;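 also: 0% = DMSO wells and 100% = 60 µM geldanamycin wells; inhibitors lower the luminescence because luciferase stays unfolded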
HIF act: HIF pathway transcriptional activators, primary screen, cell-based, U2OS HRE-luciferase, luminescence; U2OS HRE-luciferase reporter; normalized: DMSO 0%, desferrioxamine 100%; activation, % at 7.5 µM (by protocol); 300,000 compounds, 0.32% hits; AID 1910, 2009;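 active = mean activation of at least 10% of the iron chelator positive control signal, with at least half of replicates also reaching 10%; inconclusive = mean and replicate majority disagree about reaching 10%; inactive = mean and most replicates under 10%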
HSF-1 act: HSF-1 activators, primary screen, NIH3T3-HGL cells, MG132 stress, luminescence, single point. 300,000 compounds, 1.7% hits. NIH3T3-HGL HSF-1 luciferase reporter, 8 h; 100% = twice DMSO control signal. AID 504408, 2011. activation, % at 9 µM;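 active = mean replicate activation of at least 50% with a set share of replicates each reaching 50%; inconclusive = only one of those two conditions met; inactive = mean below 50% and too few replicates reaching it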;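 also: 0% = median of the neutral control wells and 100% = twice that signal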
IEC-6 cytotox: cytotoxicity in IEC-6 intestinal epithelial cells, primary screen, cytotoxicity control for KLF5 inhibitor project, cell-based, luminescence | IEC-6 cytotoxicity, luminescence viability | inhibition, % at 5 µM | 290,000 compounds, 0.78% hits | AID 1825, 2009; in the data active = inhibition above about 22%;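 also: 0% = plate median of test compound wells and 100% = cytotoxic reference compound wells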
aSyn UTR inh: MLPCN primary screen, SNCA 5' untranslated region; alpha-synuclein 5'UTR reporter, inhibitor activity; inhibition, % (tested at 7.5 µM); 300,000 compounds, 0.82% hits; AID 1813, 2009; in the data active = inhibition above about 60%; inconclusive = no clear call, values can overlap the other calls;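 also: H4 neuroglioblastoma cells stably carrying SNCA 5'UTR luciferase fusion; 0% = DMSO wells and 100% = positive control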
HSF1 inhib: HSF1 inhibitors in luciferase reporter cells, primary screen, cell-based, NIH3T3, luminescence; NIH3T3-HGL HSE-luciferase, MG132-induced, luminescence 8 h; hits give low values; activity change, negative = inhibition, % at 7.5 µM (by protocol); 300,000 compounds, 0.77% hits; AID 2098, 2009;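 active = more than half of replicate wells show activity change below -50%, luminescence cut by over half; inconclusive = some wells, but at most half, below -50%; inactive = no replicate well below -50%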;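 also: luciferase reports HSF-1 transcriptional activity via heat shock element; 0% = median of DMSO wells and -100% = zero luminescence signal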
AI-2 QS modul: Vibrio harveyi AI-2 quorum sensing modulators, primary screen, JMH597 strain, luminescence/OD600 ratio; Vibrio harveyi JMH597 AI-2 luminescence/OD600 ratio, 9 h; hits give low values; strain lacks LuxN and CqsS sensors; 0 = neutral-control median; activity change, % at 7.5 µM; 300,000 compounds, 0.4% hits; AID 2094, 2009; in the data active = activity change below about -75%, passing the limit was not always enough; inconclusive = no clear call, values can overlap the other calls;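 also: luminescence divided by OD600 gain over 9 h not by final OD600 alone; inactives centre near 13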
Platelet DG rel: inhibitors of platelet dense granule secretion, primary screen, cell-based, MLPCN, human platelets; AID 1663, 2009; human platelet-rich plasma, SFLLRN dense granule ATP release, luminescence; 300,000 compounds, 0.22% hits; inhibition, %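 (compounds screened at 7.5 µM in platelet-rich plasma)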;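 active = mean replicate score, as percent of positive control, at or above 50; inconclusive = mean below 50 but at least one replicate at or above 50; inactive = mean and every replicate below 50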
* = called active by the depositor; ? = inconclusive; nt = no result given. Not a hit list; overall some 5% were active at least once.

SMILES | KLF5 inh | HDAC3 inh | HSP90 refold inh | HIF act | HSF-1 act | IEC-6 cytotox | aSyn UTR inh | HSF1 inhib | AI-2 QS modul | Platelet DG rel
CCOP(=O)(c1ccccc1)c1nc(-c2ccc(F)cc2)oc1N1CCCCC1 (stereo not drawn) | -18 | 7 | 3 | nt | nt | -9 | nt | nt | 23 | nt
Cc1ccc(CNC(=O)c2oc3ccc(S(=O)(=O)N4CCC5(CC4)OCCO5)cc3c2C)cc1 | 7 | -3 | 1 | -0.8 | 14 | -5 | 33 | 16 | 12 | 9
O=C(O)CCC(=O)Nc1ccc2c(c1)Cc1cc(NC(=O)CCC(=O)O)ccc1-2 | -1 | 7 | -4 | -8.8 | 4 | -5 | 9 | -8 | 1 | -7
COCCN=c1scc(-c2ccc3c(c2)NC(=O)CO3)n1/N=C(\C)c1ccc(O)cc1 | -24 | 7 | 0 | 0.0 | 36 | -2 | -24 | 5 | 20 | -3
COc1ccc(NC(=O)c2ccc(-c3ccc([N+](=O)[O-])cc3)o2)cc1 | -39 | -2 | 4 | 0.1 | 1 | 0 | -13 | -1 | 13 | -4
CC(=O)c1c(C)[nH]c(C(=O)Nc2ccc(F)cc2F)c1C | -41 | 1 | -2 | 3.3 | 11 | 1 | -111 | 1 | -1 | -10
CCn1c(O)c(/C=N/N=C/c2ccc(OC)cc2)c2cc(C3=NNC(=O)CC3)ccc21 | -30 | -12 | -2 | -0.1 | -15 | -6 | 24 | -8 | 11 | -2
O=C(Cc1cccc2ccccc12)Nc1c(F)cccc1F | -53 | -2 | 1 | 1.3 | 17 | -1 | -25 | -2 | 5 | 9
CC(=O)Nc1ccc(Oc2cnc3ccccc3n2)cc1 | -14 | 1 | 4 | 2.5 | -4 | -1 | -14 | -11 | 14 | 1
COC(=O)c1c(NC(=O)CN2CCC3(O)CCCCC3C2c2cc(OC)ccc2OC)sc(C)c1C (stereo not drawn) | 10 | 10 | -1 | -0.6 | -19 | 1 | -21 | -4 | 19 | 10
CCOc1ccc(S(=O)(=O)Nc2cccc(C(=O)NCC3CCCO3)c2)cc1 (stereo not drawn) | nt | 8 | nt | -0.1 | 2 | nt | 7 | -4 | nt | -6
COCCn1c(N)c(C(=O)NS(=O)(=O)c2ccc(C)cc2)c(=O)[nH]c1=O | -29 | -2 | 4 | 0.6 | 8 | 6 | -7 | -7 | 53 | 2
CCOC(=O)c1c(C)nc(C)c(C(=O)OCC)c1-c1cccc(N)c1 | -18 | -9 | 1 | -0.3 | 3 | 10 | 33 | 4 | 7 | -2
Cc1nnc(Sc2cc(NCCO)c([N+](=O)[O-])c3nonc23)s1 | -11 | nt | 4 | 3.8 | 153* | -6 | 14 | 117 | ? | 2
Cc1occc1C(=O)/C(C#N)=C/c1ccc(O)c(Br)c1 | -12 | 15 | 0 | -0.6 | 4 | -8 | -6 | -6 | 26 | -45
COc1ccc(NC(=O)C2CCCN(S(=O)(=O)c3cnc[nH]3)C2)cc1 (stereo not drawn) | -21 | 4 | 1 | nt | -1 | -1 | 15 | -3 | 20 | -1
Cc1ccc(C(=O)NNC(=O)c2cccs2)cc1 | -115 | 3 | 0 | 2.9 | 7 | 2 | -66 | 9 | 18 | -1
CNC(=O)NC(=O)C(OC(=O)c1cccc(S(=O)(=O)N2CCCCC2)c1)c1ccccc1 (stereo not drawn) | 8 | 30* | -1 | 1.2 | -9 | -2 | -21 | -1 | -7 | 0
CCOc1ccc(NCC(=O)Nc2ccc(C)cc2C)cc1 | -11 | -3 | 0 | -0.8 | -30 | -4 | -10 | -23 | 21 | -2
Cc1cc(Cl)ccc1NC(=S)NCCc1ccc(S(N)(=O)=O)cc1 | nt | -2 | nt | -0.9 | 0 | nt | 5 | 3 | -7 | nt

Next part (2 carried over from the part before).
SMILES | KLF5 inh | HDAC3 inh | HSP90 refold inh | HIF act | HSF-1 act | IEC-6 cytotox | aSyn UTR inh | HSF1 inhib | AI-2 QS modul | Platelet DG rel
CCOc1ccc(NCC(=O)Nc2ccc(C)cc2C)cc1 | -11 | -3 | 0 | -0.8 | -30 | -4 | -10 | -23 | 21 | -2
Cc1cc(Cl)ccc1NC(=S)NCCc1ccc(S(N)(=O)=O)cc1 | nt | -2 | nt | -0.9 | 0 | nt | 5 | 3 | -7 | nt
O=C1CN(C(=O)COC(=O)CCSc2ccccc2Cl)c2ccccc2N1 | -34 | 1 | 6 | 0.5 | -16 | -3 | -15 | 3 | 29 | 4
O=C(NCCc1nnc2ccc(NCCCN3CCOCC3)nn12)c1ccccc1F | -25 | -9 | -3 | 0.4 | 2 | -8 | -1 | -4 | 18 | -16
CCN(CC(=O)Nc1ccccc1C(F)(F)F)C(=O)Cc1ccccc1 | -32 | 3 | 2 | -0.2 | 8 | 1 | 0 | 6 | -7 | -48
C/C(=N\NC(=O)c1ccc(OC2CCCC2)cc1)c1ccc(O)cc1 | 52 | 7 | -2 | -0.3 | 1 | 6 | 9 | 2 | 27 | 25
Nc1c2nc(-c3ccccc3)[nH]c(=O)c2nc(=O)n1-c1ccccc1 | -9 | -9 | 1 | 0.2 | 6 | 3 | 36 | -8 | 2 | 0
COc1cc(-c2nnc(NC(=O)CCS(=O)(=O)c3ccccc3)o2)cc(OC)c1OC | nt | 4 | nt | 0.1 | 5 | nt | -3 | 5 | 10 | 10
CC1CCN(C(=O)NC(=O)c2ccc(Cl)cc2)CC1 | -24 | 1 | 6 | -0.1 | 7 | 2 | -5 | 1 | -3 | 14
O=C(NC1(O)C(=O)c2ccccc2C1=O)c1c(Cl)cccc1Cl | -30 | -5 | 7 | 0.0 | 14 | -2 | -2 | 8 | 39 | -3
CCC(C)NC(=O)/C=C/c1ccc(S(=O)(=O)NCc2ccco2)cc1 (stereo not drawn) | -7 | 5 | 1 | 0.0 | 0 | 4 | 24 | -4 | 15 | -1
COCCNc1nc(N)c([N+](=O)[O-])c(NCC2CCCO2)n1 (stereo not drawn) | 2 | 5 | -3 | -58 | 1 | -9 | 9 | -4 | -8 | -22
Cc1cc(Oc2ccc(=O)n(C)n2)nc(SCc2ccccc2)n1 | -14 | -4 | 0 | -0.7 | -7 | 6 | 46 | 2 | 32 | 10
CCC(=O)Nc1cccc(NC(=O)CSc2nnc(C3CC3)n2C)c1 | -11 | -1 | -2 | -2.6 | 1 | 0 | 4 | -2 | 19 | -2
O=C(COC(=O)c1ccc(Cl)nc1)NNC(=O)c1ccc(Cl)cc1 | nt | 2 | nt | 0.1 | 0 | nt | -3 | -1 | 1 | 8
Cc1[nH]n(-c2ccccc2)c(=O)c1/C=N/NC(=O)c1ccoc1C | -67 | 5 | -4 | 1.7 | 4 | 2 | -33 | 2 | 18 | 8
COc1cccc(CCN2CCC(CNS(=O)(=O)c3cc(-c4cc(C)no4)ccc3C)CC2)c1 | -13 | 4 | 3 | nt | 10 | 6 | -10 | 0 | 13 | 9
Cc1cc(-c2ccccc2)nc(N(C)C)c1S(C)(=O)=O | -1 | 2 | 4 | 0.3 | 13 | 2 | 7 | 4 | 21 | 1
Cc1cc(C(=O)Nc2ccc(N3CCCC3)c(Cl)c2)ccc1[N+](=O)[O-] | 13 | 0 | 0 | 1.4 | 29 | 2 | -62 | 2 | 21 | 1
Cc1ccc(/C(N)=N/OC(=O)Cc2cccs2)cc1 | -56 | -3 | -3 | 5.4 | 26 | -5 | -169 | 13 | -41 | 8
O=C(CCC(=O)N(CC(=O)NC1CCCC1)c1ccc(F)cc1)Nc1nccs1 | -1 | -4 | -1 | 0.0 | 45 | -5 | 2 | 9 | 9 | 7
C/C(=N\NC(=O)c1sccc1-n1cccc1)c1cccs1 | -39 | 3 | -4 | 1.6 | 27 | 3 | -80 | 23 | 20 | -2
Cc1c(Br)c(O)c(Br)c(O)c1/C=N/n1c(-c2ccccc2)n[nH]c1=S | 10 | 5 | 3 | 2.2 | 49 | 0 | 62* | 10 | 40 | -2
CN(C)S(=O)(=O)N1CCN(S(=O)(=O)c2ccc3ccccc3c2)CC1 | -19 | 5 | 0 | -0.2 | -7 | 1 | 30 | 3 | 9 | -1
Cc1[nH]n(-c2ccccc2)c(=O)c1C(=O)Nc1ccccc1 | -23 | 1 | -5 | 0.8 | 22 | -1 | -30 | 7 | -7 | 1
O=c1cc(CN2CCN(c3ccc(O)cc3)CC2)nc2scc(-c3ccccc3)n12 | 20 | 2 | 3 | 1.1 | -9 | 9 | -25 | -7 | 14 | -16
CCCc1cc(=O)[nH]c(SCC(=O)Nc2sc3c(c2C#N)CCC(C)C3)n1 (stereo not drawn) | -15 | 12 | 1 | 5.0 | 3 | -3 | -26 | 1 | 8 | -1
COc1ccccc1CNC(=O)c1cc(-c2ccccc2)nn1CC1CC(c2cccc([N+](=O)[O-])c2)=NO1 (stereo not drawn) | nt | 4 | nt | 0.5 | 8 | nt | 25 | 7 | 26 | 4
Cc1nn(C)c(C)c1NS(=O)(=O)c1ccccc1 | 1 | 1 | 1 | 0.1 | -5 | 0 | 12 | 4 | 19 | 3
Cc1ccc(-c2nn(-c3ccccc3)cc2C(=O)NCCCN2CCOCC2)cc1 | -16 | -4 | -1 | 0.9 | 15 | 2 | -18 | 0 | -13 | -1
O=S(=O)(c1ccccc1)N1CCCC1c1cccs1 (stereo not drawn) | 3 | 0 | 0 | 0.1 | 3 | -4 | 12 | -7 | 5 | 0
C/C(=N\NC(=O)c1cccc(N2CCCC2=O)c1)c1ccc(N)cc1 | -5 | nt | 12 | 1.7 | 3 | 3 | -31 | 0 | 15 | 3
Cc1ccc(SCCc2cc[n+](CC(=O)c3ccccc3)cc2)cc1 | -25 | -2 | 3 | 0.0 | 2 | 8 | 5 | 3 | 25 | -13
CC(C)Cn1c(=O)[nH]c2ccccc21 | -15 | 0 | -3 | 0.2 | -13 | -1 | 4 | -2 | 14 | -3
O=c1[nH]c2ccc(NS(=O)(=O)c3ccc([N+](=O)[O-])cc3)cc2[nH]1 | -16 | -1 | -1 | -0.1 | -2 | 3 | 5 | -10 | 18 | -1
O=CN1CCN(C(C(=O)NC2CCCC2)c2ccc(Cl)cc2)CC1 (stereo not drawn) | -1 | 5 | 4 | 0.3 | 6 | -5 | 25 | 6 | 6 | 5
O=C(Nc1ccnc(-c2cccnc2)n1)c1ccccc1Cl | -27 | -4 | -3 | 0.0 | 0 | -4 | 13 | -5 | 14 | 3
CCCOc1ccc(C(=O)CCC(=O)OC(C)C(=O)Nc2ccc(NC(C)=O)cc2)cc1 (stereo not drawn) | nt | -2 | nt | 0.5 | 11 | nt | -19 | 12 | 27 | -4
COCCn1c(C)cc(O)c(C(=O)Nc2cccc(Cl)c2)c1=O | -13 | -8 | -3 | 0.0 | 8 | -5 | -1 | 3 | 0 | 3
